12-hLO inh – blocks human 12-lipoxygenase activity | P18054 | 150,000 tested, 0.12% active | AID 1452 | purified 12-hLO, xylenol orange hydroperoxide absorbance | Potency, µM (top dose mostly 57.1 µM), for inactives: at the highest dose activity change, negative = inhibition, usual class: inhibitors; also: potency is read from the fitted curve at half-maximal effect; nearly all actives have a fitted effect of over 55% in size; many of its hits are not listed in these tables
Target sequence (P18054 whole entry, looked up): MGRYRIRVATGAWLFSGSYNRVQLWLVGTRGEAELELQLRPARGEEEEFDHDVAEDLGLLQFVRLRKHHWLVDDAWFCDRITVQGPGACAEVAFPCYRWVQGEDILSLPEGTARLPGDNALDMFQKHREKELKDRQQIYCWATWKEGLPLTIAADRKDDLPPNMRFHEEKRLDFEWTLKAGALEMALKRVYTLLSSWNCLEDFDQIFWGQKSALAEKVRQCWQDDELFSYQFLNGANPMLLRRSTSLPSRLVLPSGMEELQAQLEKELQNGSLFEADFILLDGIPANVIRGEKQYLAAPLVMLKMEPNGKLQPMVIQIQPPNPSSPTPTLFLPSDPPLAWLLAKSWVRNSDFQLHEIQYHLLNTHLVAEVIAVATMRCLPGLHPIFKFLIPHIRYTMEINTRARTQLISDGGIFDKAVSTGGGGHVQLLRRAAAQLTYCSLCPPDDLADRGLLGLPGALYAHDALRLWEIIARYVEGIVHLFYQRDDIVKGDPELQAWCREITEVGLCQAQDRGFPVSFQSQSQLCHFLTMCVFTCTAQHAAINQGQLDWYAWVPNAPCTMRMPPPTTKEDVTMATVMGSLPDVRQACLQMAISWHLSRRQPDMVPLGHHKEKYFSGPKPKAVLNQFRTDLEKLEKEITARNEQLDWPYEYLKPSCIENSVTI
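Lipoxygenase turnover measured by absorbance at 573 and 405 nm after Fe-XO development. Human 12hLO 150 nM, arachidonate 40 uM, pH 7.0 Hepes buffer with detergent; 15 min compound preincubation, 30 min reaction.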
IMPase inh – membrane-permeable compound that blocks inositol monophosphatase; CHO-M1 cells, IP1 accumulation, HTRF TR-FRET ratio; AID 901; 120,000 tested, under 10 active; inhibition (IP1 accumulation), % at 46.1 µM; P97697; active = well fitted curve in the direction sought with a large enough effect in the signal ratio, not every such curve was filed as active; inconclusive = small, poorly fitted or top-dose-only effect, or a change in a side signal; inactive = no such curve, though single readings can be large or run the other way; the % refers to the signal ratio;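 also: cells stimulated with carbachol in lithium chloride buffer; plate controls were DMSO basal wells for no effect and reference inhibitor wells for full effect; higher means more IMPase inhibition seen as more IP1 and lower FRET ratio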
Target sequence (P97697 whole entry, looked up): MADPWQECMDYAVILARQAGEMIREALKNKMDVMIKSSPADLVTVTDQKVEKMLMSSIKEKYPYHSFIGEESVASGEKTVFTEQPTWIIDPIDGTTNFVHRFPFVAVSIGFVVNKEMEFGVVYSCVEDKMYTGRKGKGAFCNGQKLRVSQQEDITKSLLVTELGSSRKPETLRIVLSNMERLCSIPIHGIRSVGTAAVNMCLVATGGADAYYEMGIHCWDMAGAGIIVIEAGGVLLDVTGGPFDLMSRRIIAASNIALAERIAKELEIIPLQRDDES
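CHO-M1 cells (CHO stably expressing M1 receptor), compound up to 46 uM final, stimulated with carbachol (50 uM as added) in buffer with 50mM LiCl, pH 7.4, 30 min at 37C. Cytosolic IP1 read by TR-FRET; AC50 from Hill fits.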
PNC assembly inh – perinucleolar compartment assembly inhibition | PC3M PTB-GFP, PNC prevalence imaging, 16 h; active compounds read low | activity change (PNC), negative = inhibition, % at 10 µM | 140,000 tested, 3.1% active | AID 2417;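 active = readout at or below -70, meaning at least 70% loss of cells showing the perinucleolar compartment, a nuclear body marking cancer cells; inconclusive = readout between -30 and a set limit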;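 also: plate controls were DMSO wells for no effect and camptothecin positive control wells for full effect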
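Compounds are pinned in duplicate onto adhered PC3M cells stably expressing GFP-tagged PTB and incubated 16 h at 37 C. Cells are then fixed, nuclei stained with Hoechst, and PNC-positive cells counted.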
ALOX15B inhib – 15-hLO-2 (ALOX15B) enzyme inhibition; O15296; AID 881; purified 15hLO-2, xylenol orange hydroperoxide absorbance; Potency, µM (top dose mostly 57.1 µM), inactives show top-dose activity change, negative = inhibition, most hits filed as inhibitors; 110,000 tested, 0.56% active; also: potency is read from the fitted curve at half-maximal effect; nearly all actives have a fitted effect of over 60% in size; many of its hits are not listed in these tables
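Enzyme 50 nM, AA 45 uM, 25 mM Hepes pH 7.5 + 0.01% Triton X-100; cpd preinc 15 min RT, rxn 90 min RT; stop/detect with 200 uM XO + 300 uM Fe(II) in 50 mM H2SO4, 30 min; A573/A405.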
* marks the source's active call; other numbers are inactive results; u = inconclusive; x = not tested or not shown; [ ] = remark or other dose. Unless noted, calls follow the shape of the dose curve; as a rule, active = well fitted curve in the direction sought with a large enough effect; inconclusive = small, poorly fitted or top-dose-only effect, or another doubt; inactive = no such curve, though single readings can be large; an effect the other way counts as inactive or inconclusive. Unless noted, % is scaled to controls: 0 for no effect and ±100 for the full control effect.

ALOX15B inhib	IMPase inh	12-hLO inh	PNC assembly inh	SMILES
-12%	8	4%	17	O=C(CN1CCCCC1)N1c2ccccc2Oc2ccccc21
x	17	5%	-11	O=C(Cc1ccccc1)N/N=C/c1ccc(OC(=O)/C=C\c2ccco2)cc1
-5%	6	-16%	-1	CCC(=O)Nc1nc2ccc3nc(C)sc3c2s1
-4%	4	-16%	16	CC(C)C1S/C(=N/N=C/c2ccco2)NC1=O (stereo not drawn)
16%	5	0%	-21	CNCCCNCc1ccc(SC)cc1
x	x	7%	30	COc1nc(N(C)C)nc(N2CC(=O)N(CCNS(=O)(=O)c3ccc(C)cc3)C2=N)n1
-6%	-1	1%	-18	Cc1ccc(C(=O)N/N=C\c2ccc[nH]2)cn1
-9%	x	-7%	x	O=c1c(-c2cccs2)nc2cnc(Oc3ccccc3)nc2n1C1CC1
7%[2.29 µM]	6	-6%	u	Cc1cc(C)cc(Nc2ncc3c(n2)CC(c2ccco2)CC3=O)c1 (stereo not drawn)
1%	9	-2%	42	Cc1nnc(SCC(=O)Nc2ccccc2NC(=O)CSc2nnc(C)s2)s1
x	10	-7%	u	Cc1cc(C=O)c2c(c1)C=CC1(Oc3ccccc3C(=O)N1C)O2 (stereo not drawn)
-6%	-2	1%	37	COCCn1c(SCC(=O)c2cccc(OC)c2)nnc1-c1ccco1
-15%	7	-18%	-23	COc1ccccc1Nc1nc(-c2cccs2)cs1
-13%	-14	-1%	23	CCOC(=O)c1sc(=S)n(-c2cc(OC)ccc2OC)c1N
x	8	-1%	-7	COc1ccc(C)cc1NC(=O)C(Sc1nnc(-c2ccncc2)n1-c1ccc(Cl)cc1)c1ccccc1 (stereo not drawn)
3%	1	-2%	31	C=CCNC(=O)C1CC(=O)N(c2ccc(OCC(=O)Nc3cccc(OC)c3)cc2)C1 (stereo not drawn)
-19%	4	2%	-30	CCc1ccc(NCCC(=O)c2ccc(Cl)cc2)cc1
x	1	2%	u	CCOC(=O)c1ccc(N2C(=O)CC(N3CCC(C(N)=O)(N4CCCCC4)CC3)C2=O)cc1 (stereo not drawn)
x	2	-2%	28	COc1cc(/C=N/NC(N)=S)ccc1OCC(=O)N1CCOCC1
x	15	-7%	-11	CN(C)CC1CCCCC1C1(O)c2ccccc2CSc2sccc21 (stereo not drawn)
13%	12	-5%	u	CCn1c(=N)n(CC(O)c2ccccc2)c2ccccc21 (stereo not drawn)
x	7	-1%	u	COc1ccc(N2C(=O)CC(NC3CCCCNC3=O)C2=O)cc1 (stereo not drawn)
-4%	3	7%	41	Cc1cccc(C)c1NC(=O)CN(C)CC(=O)Nc1ccccc1Br
2%	-12	-3%	16	O=S(=O)(c1ccc2c(c1)OCCO2)N1CCN(c2nc3ccccc3s2)CC1
x	-1	-3%	u	O=C(Nc1c(C(=O)Nc2cccc3ccccc23)cnn1-c1ccccc1)c1ccco1
-1%	-1	-1%	55	O=C1CCCC/C1=C\Nc1ccccc1C(=O)O
-1%	18	-2%	18	CC1CCCCN1C/C=C/c1ccccc1[N+](=O)[O-] (stereo not drawn)
-1%	1	0%	u	COc1cccc(Nc2nnc(SCC(=O)N3CCOCC3)s2)c1
-5%	-2	-4%	-29	CCOC(=O)C1=C(C)NC2=C(C(=O)C(C(=O)OCC)C(c3ccc(OC)cc3)C2)C1c1ccccn1 (stereo not drawn)
3%	-6	2%	-127*	CC12CCC(c3c(C(=O)O)nn(-c4ccccc4)c31)C2(C)C (stereo not drawn)
13%	x	-2%	x	CC1O[C@@H](O[C@H]2C(Oc3cc(O)c4c(c3)OC(c3ccc(O)cc3)CC4=O)OC(CO)C(O)C2O)C(O)C(O)C1O (stereo partly drawn)
15%	2	-2%	x	NC1=NCCCC1
-2%	x	0%	x	CS(=O)(=O)CCCCN=C=S
-1%	3	1%	23	CCn1c(SCC(=O)Nc2cc(NC(C)=O)ccc2OC)nnc1-c1ccncc1
-2%	-1	-8%	1	CC(=O)c1c(C)oc2ccc(NS(=O)(=O)c3ccc(O)c(C(=O)O)c3)cc12
x	x	-4%	43	O=C([C@H](O)c1ccccc1)N1CCC[C@H]1CO
-1%	x	-2%	x	COCC(=O)N1CCC[C@@]2(CCN(C(=O)Nc3cccc(F)c3)C2)C1
x	4	-3%	16	Fc1cccc(/C=N/NC(=S)Nc2ccccc2Cl)c1
x	-7	2%	20	COc1ccc(-c2cc(C(=O)Nc3ccc(Cl)cc3Cl)c3ccccc3n2)cc1OC
-5%	-3	-10%	-7	CSc1cccc(NC(=O)CSc2ccc(Cl)cc2)c1
15%	0	0%	8	CN(C)CCCN=Cc1c(O)n(Cc2ccccc2)c(=O)c2ccccc12
4%	6	-1%	10	CCN(C(=O)c1cccnc1)c1ccccc1
2%	-5	-3%	-15	COC(=O)c1ccc(NC(=O)C2CC2)o1
x	9	-3%	-4	CCNc1nc(NC(C)(C)C)nc(N2CCCC2)n1
x	x	-1%	46	COCCn1c(SCC(=O)c2c[nH]c3ccccc23)nnc1-c1ccncc1
53%[activator]	u	-7%	-23	COCCCN1C(=O)C(O)=C(C(=O)c2ccc(C)o2)C1c1cccc(Br)c1 (stereo not drawn)
-6%	-1	5%	-30	CO/N=C/c1ccc(Sc2ccc(C)cc2)c([N+](=O)[O-])c1
x	x	-4%	u	Cc1cccc2nc(CSc3nc4[nH]ncc4c(=O)n3-c3ccccc3Cl)cc(=O)n12
-4%	4	-5%	27	O=C(OC(C(=O)NCc1cccs1)c1ccccn1)c1cccs1 (stereo not drawn)
8%	-1	-2%	0	CCC1CCC/C1=N\NC(=O)c1cc(C)[nH]n1 (stereo not drawn)
x	x	-12%	43	Cc1ccc(S(=O)(=O)Nc2ccc(SC(F)F)cc2)c(C)c1
-3%	1	-4%	-10	N#Cc1ccccc1/C=N/Nc1nc(-c2ccccc2)c2cc(Cl)ccc2n1
x	9	-1%	-22	C/C(=N\NC(=O)COc1ccc(C)cc1C(C)C)c1ccc(-n2ccnc2)cc1
x	x	-7%	-4	C/C(Cn1cnc([N+](=O)[O-])n1)=N/NC(=O)COc1ccccc1Cl
3%	-7	4%	38	Cc1ccc(Cn2c(SCC(=O)Nc3cccc(C)n3)nc3c2c(=O)n(C)c(=O)n3C)cc1
4%	10	-7%	6	COc1ccc(CN2CCCC(C(=O)N(C)Cc3ccccc3)C2)cc1OC (stereo not drawn)
0%[11.4 µM]	x	-4%[11.4 µM]	x	O=c1oc2cc(N=Cc3ccc4c(c3)OCO4)ccc2c2ccccc12
7%[11.4 µM]	4[1.84 µM]	-1%	18	COc1ccc2cc3c(N)c(C(=O)NCc4ccco4)sc3nc2c1
-11%	-6	6%	56	C=CCOc1cccc(C2/C(=C(/O)c3ccc(Cl)cc3)C(=O)C(=O)N2CCN2CCOCC2)c1 (stereo not drawn)
u	-8	-12%	36	Cc1noc(/C=C/c2ccco2)c1S(=O)(=O)N1CCC(C(=O)N2CCc3ccccc3C2)CC1

(listing goes on)
ALOX15B inhib	IMPase inh	12-hLO inh	PNC assembly inh	SMILES
1%	-12	1%	u	Cn1c(=O)n(-c2cccc(Cl)c2)c(=O)n1C
1%	u	1%	u	O=C(Nc1ccc(F)cc1Cl)c1ccc2c(=O)n3c(nc2c1)CCCCC3
1%	11	5%	-15	O=C(NC1CCCCC1)c1ccc(S(=O)(=O)NCc2ccco2)cc1
60%[activator]	-2	-7%	33	Cc1cccc2[nH]c(-c3ccc(NC(=O)c4ccco4)cc3)nc12
x	x	-5%	u	Cc1cc(Nc2ncc(Cl)cc2Cl)n(-c2ccccc2C)n1
x	5	-1%	-26	O=C(NNc1cc(N2CCOCC2)nc(N2CCOCC2)n1)c1ccc(Cl)cc1Cl
x	6	-3%	-28	Cc1cccc(NC(=O)CSc2nc(N)cc(N)n2)c1
6%	-8	-7%	7	C/C(CC(=O)Nc1ccccn1)=N\NC(=O)C(=O)Nc1ccccc1C
x	x	2%	u	CN(C)S(=O)(=O)c1ccc(C(=O)N2CCCC2c2nc3ccccc3s2)cc1 (stereo not drawn)
x	5	-2%	39	O=C(CSc1nc2c([nH]c3ccccc32)c(=O)n1-c1cccc(Cl)c1)N1CCOCC1
-1%	-7	1%	-17	O=C(NC1CCCCC1)N(CCO)Cc1cc2cc3c(cc2[nH]c1=O)OCCO3
4%	10	1%	18	CCCC(=O)NC(C)C(c1cccs1)N1CCN(C)CC1 (stereo not drawn)
x	x	-1%	-12	O=C(Nc1nc(COc2ccccc2)cs1)c1ccccc1F
x	x	-24%	74	O=c1cc(CO)oc(C(Nc2cccc([N+](=O)[O-])c2)c2ccccn2)c1O (stereo not drawn)
x	-9	0%	-19	CN(C)N=C1c2cc(S(=O)(=O)N3CCOCC3)ccc2-c2ccc(S(=O)(=O)N3CCOCC3)cc21
5%	-7	-1%	-7	Cc1nc2cc(C(=O)NCCN3CCOCC3)ccc2n1-c1ccc(F)cc1F
x	-11	-4%	u	S=C(Nc1ccccc1Cl)NC1CCN(Cc2ccccc2)CC1
7%	-7	-16%	-11	CC(C)(C)NCc1cc2ccccc2[nH]c1=O
x	x	0%	-16	O=[N+]([O-])c1cccc(/C=N/Nc2nc(N3CCOCC3)nc(N3CCOCC3)n2)c1
17%	8	-1%	-2	COc1cc(NC(=O)CS(=O)(=O)c2ccc(C)cc2)cc(OC)c1OC
-1%	2	-5%	46	Cc1ccc(SCCNC(=O)CN2C(=O)c3ccccc3S2(=O)=O)cc1
1%	2	0%	u	CCN1CCN(Cc2ccc(NC(=O)Nc3ccc(OC)cc3)cc2)CC1
5%[2.29 µM]	2	-1%	5	O=C(O)c1ccc2[nH]c3c(c2c1)CSCC3
x	x	-4%	-10	CCOc1cccc2sc(Nc3nc4ccc(NC(C)=O)cc4s3)nc12
x	6	3%	-8	CCCCn1c(SCC(=O)Nc2cc(C(F)(F)F)cc(C(F)(F)F)c2)nnc1C(CC)N(C)C (stereo not drawn)
-11%	3	0%	60	Cc1cccc(NC(=O)CCSc2nc(C)cc(C)n2)c1
-5%	1	4%	58	N#Cc1cc2c(nc1SCC(=O)Nc1sc3c(c1C#N)CCC3)CCCC2
7%	17	-19%	-12	CCOC(=O)c1cccc(NC(=O)c2cnc3ccccc3n2)c1
-3%	-5	-2%	u	c1ccc(-c2ccc(OCCOCCn3cncn3)cc2)cc1
2%	1	-5%	14	Cc1cc(C(=O)Nc2ccc3c(c2)OCCO3)co1

Reformatted: results already given.
CCCC(=O)NC(C)C(c1cccs1)N1CCN(C)CC1 (stereo not drawn)
  ALOX15B inhib: 4% | IMPase inh: 10 | 12-hLO inh: 1% | PNC assembly inh: 18

O=C(Nc1nc(COc2ccccc2)cs1)c1ccccc1F
  ALOX15B inhib: x | IMPase inh: x | 12-hLO inh: -1% | PNC assembly inh: -12

O=c1cc(CO)oc(C(Nc2cccc([N+](=O)[O-])c2)c2ccccn2)c1O (stereo not drawn)
  ALOX15B inhib: x | IMPase inh: x | 12-hLO inh: -24% | PNC assembly inh: 74

CN(C)N=C1c2cc(S(=O)(=O)N3CCOCC3)ccc2-c2ccc(S(=O)(=O)N3CCOCC3)cc21
  ALOX15B inhib: x | IMPase inh: -9 | 12-hLO inh: 0% | PNC assembly inh: -19

Following part:
ALOX15B inhib	IMPase inh	12-hLO inh	PNC assembly inh	SMILES
-1%	12	0%	-7	O=C(NCCN1CCOCC1)c1cn(CCc2ccccc2)nn1
4%	0	-1%	28	O=C(NCc1nnc(SCC(=O)N2CCCC2)o1)c1c(F)cccc1Cl
x	-4	5%	-5	COC(=O)c1ccc(NC(=O)c2cccc(Cl)c2)o1
7%	1	-10%	65	CCNC(=S)NNC(=O)CCn1c2ccccc2c2ccccc21
0%	-4	5%	-4	COc1ccc(N2C(=O)CCC(C(=O)NCc3ccccn3)C2c2ccc(F)cc2)cc1 (stereo not drawn)
x	x	-2%	-23	CCCn1c(SCN2C(=O)c3ccccc3C2=O)nc2cc(Cl)ccc2c1=O
x	x	-6%	10	CCNC(=S)NCc1ccc2[nH]c(C)cc2c1

Bioassay records deposited in PubChem BioAssay by National Center for Advancing Translational Sciences (NCATS).

Hits appear at their usual frequency. Share with any hit: about 3.1%.
